ATG4B inhibitor = ATG4B protease inhibitors, primary screen, biochemical, fluorescence, uHTS. ATG4B cleavage of LC3-PLA2, NBD-HPC fluorescence, 1 h. inhibition, % at 8.33 µM. 340,000 compounds, 0.51% hits. AID 504462, 2011; in the data active means inhibition above about 40%
Target sequence (Q9Y4P1 whole entry, looked up): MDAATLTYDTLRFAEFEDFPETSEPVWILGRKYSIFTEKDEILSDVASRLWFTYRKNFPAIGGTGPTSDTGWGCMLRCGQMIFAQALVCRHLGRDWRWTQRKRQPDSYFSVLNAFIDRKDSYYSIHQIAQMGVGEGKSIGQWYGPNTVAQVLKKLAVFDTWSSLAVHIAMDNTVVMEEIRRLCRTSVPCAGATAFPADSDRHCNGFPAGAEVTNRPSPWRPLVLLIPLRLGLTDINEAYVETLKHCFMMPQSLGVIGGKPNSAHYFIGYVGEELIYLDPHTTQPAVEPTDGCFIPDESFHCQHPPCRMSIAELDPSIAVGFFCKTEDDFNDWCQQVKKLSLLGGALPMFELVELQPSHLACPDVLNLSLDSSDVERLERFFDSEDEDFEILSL
Numbers without * were called inactive. Not all compounds are listed; count on the stated rates, not on these rows.

SMILES	ATG4B inhibitor
COc1ccc(/C=C2\N=C(c3ccccc3Cl)NC2=O)cc1	-2
O=C1c2ccc3c4c(ccc(c24)C(=O)N1CCCCO)C(=O)N(CCCCO)C3=O	-4
Cc1ccc(S(=O)(=O)N2CCN(C(=O)COC(=O)CCOc3cc(C)ccc3C)CC2)c(C)c1	-11
CCCCCCCCCCCCCC(=O)NO	14
CCCN1Cc2cccc(C(=O)Nc3ccc(OC)c(OC)c3)c2C1=O	-6
Cc1ccc(CC2(c3ccccc3)NC(=O)NC2=O)cc1 (stereo not drawn)	6
O=C(Nc1cc(S(=O)(=O)N2CCOCC2)ccc1N1CCCC1)c1ccccc1C(F)(F)F	2
CCOc1ccc(/C=C/C(=O)c2cc(Br)ccc(=O)c2O)cc1	29
CN(C)CCC(C(=O)c1ccccc1)c1ccncc1 (stereo not drawn)	-8
Oc1ccccc1C=NCCN1CCN(CCN=Cc2ccccc2O)C1c1ccccc1O (stereo not drawn)	3
COc1cc(/C=C(\C#N)c2ccccn2)ccc1OCC(=O)Nc1c(Cl)cccc1Cl	12
O=S1(=O)CSCS(=O)(=O)C1	1
CC(=O)Nc1ccc(C=CC=Cc2cccc([N+](=O)[O-])c2)cc1	3
O=C(/C=C/Nc1ccccc1F)c1ccc(Br)cc1	11
CCN(CC)c1ccc(C(=C2C=CC(=[N+](CC)CC)C=C2)c2ccc(S(=O)(=O)O)cc2S(=O)(=O)[O-])cc1	0
CCN(CC)c1ccc(/C=C/C(=O)c2ccc(Br)cc2)cc1	-9
O=[N+]([O-])c1ccccc1Nc1ccccc1[N+](=O)[O-]	6
O=C(OCC1COC(c2ccccc2)(c2ccccc2)O1)c1ccccc1 (stereo not drawn)	-1
O=C(O)C1C2OC3C(OC(=O)C31)C2Br (stereo not drawn)	-7
COC(=O)C1OC1c1cc([N+](=O)[O-])ccc1OC (stereo not drawn)	8
Cc1ccc(S(=O)C(c2ccccc2)c2ccccc2)cc1 (stereo not drawn)	1
O=C1CCC[C@@H]2Cc3nc4ccc(Cl)cc4cc3[C@@H]3CCN1[C@H]23	-5
CCn1c(=S)[nH]c2scc(-c3cccs3)c2c1=O	1
CCC(O)(Cc1ccccn1)Cc1ccccn1	-5
CC12CCC(C(=O)C1)C1(C)CCCC(=O)C21 (stereo not drawn)	8

An excerpt from above in order of length of the SMILES, lowest first:
SMILES	ATG4B inhibitor
CCCCCCCCCCCCCC(=O)NO	14
O=S1(=O)CSCS(=O)(=O)C1	1
CCC(O)(Cc1ccccn1)Cc1ccccn1	-5
O=C(O)C1C2OC3C(OC(=O)C31)C2Br (stereo not drawn)	-7
CN(C)CCC(C(=O)c1ccccc1)c1ccncc1 (stereo not drawn)	-8
O=C(/C=C/Nc1ccccc1F)c1ccc(Br)cc1	11
CCn1c(=S)[nH]c2scc(-c3cccs3)c2c1=O	1
Cc1ccc(S(=O)C(c2ccccc2)c2ccccc2)cc1 (stereo not drawn)	1
COC(=O)C1OC1c1cc([N+](=O)[O-])ccc1OC (stereo not drawn)	8
COc1ccc(/C=C2\N=C(c3ccccc3Cl)NC2=O)cc1	-2
CCN(CC)c1ccc(/C=C/C(=O)c2ccc(Br)cc2)cc1	-9
O=[N+]([O-])c1ccccc1Nc1ccccc1[N+](=O)[O-]	6
O=C(OCC1COC(c2ccccc2)(c2ccccc2)O1)c1ccccc1 (stereo not drawn)	-1
CC(=O)Nc1ccc(C=CC=Cc2cccc([N+](=O)[O-])c2)cc1	3
Oc1ccccc1C=NCCN1CCN(CCN=Cc2ccccc2O)C1c1ccccc1O (stereo not drawn)	3
O=C1CCC[C@@H]2Cc3nc4ccc(Cl)cc4cc3[C@@H]3CCN1[C@H]23	-5
O=C1c2ccc3c4c(ccc(c24)C(=O)N1CCCCO)C(=O)N(CCCCO)C3=O	-4
O=C(Nc1cc(S(=O)(=O)N2CCOCC2)ccc1N1CCCC1)c1ccccc1C(F)(F)F	2
Cc1ccc(S(=O)(=O)N2CCN(C(=O)COC(=O)CCOc3cc(C)ccc3C)CC2)c(C)c1	-11
CCN(CC)c1ccc(C(=C2C=CC(=[N+](CC)CC)C=C2)c2ccc(S(=O)(=O)O)cc2S(=O)(=O)[O-])cc1	0

Continuation:
SMILES	ATG4B inhibitor
COc1ccc(C2CC(=O)c3c(O)cc(O)cc3O2)cc1O (stereo not drawn)	3
Clc1ccc(CSc2ncnc3c2ncn3C2CCCCO2)cc1 (stereo not drawn)	1
CC12CCCC(CC(=O)O)(C1)NC(=O)C2 (stereo not drawn)	3
Cn1c(C(C#N)C(=O)c2sc3ccccc3c2Cl)nc2ccccc21 (stereo not drawn)	14
Cc1ccc(C)c(-n2c3nc(=O)[nH]c(=O)c-3cc3cc([N+](=O)[O-])ccc32)c1	26
C=CC1(C)CN(Cc2ccco2)S(=O)(=O)c2c(F)cccc2O1 (stereo not drawn)	2
COc1ccc2c(c1)C(O)C(CO)C(C(=O)O)C2 (stereo not drawn)	3
Cc1cc(Oc2cccc3c2S(=O)(=O)N(C2CCCC2)CC(COCc2ccccc2)O3)cc(C)c1C (stereo not drawn)	0
CC(=O)NC1C(OCCOc2ccc(Cl)cc2C)OC(CO)C(O)C1O (stereo not drawn)	4
CSc1cccc(N/C(=N/S(=O)(=O)c2ccccc2)NN)c1	1
CCCn1c(N)c(N(CCOC)C(=O)CSc2cc(C)c3ccccc3n2)c(=O)[nH]c1=O	2
CCOC(=O)c1ccc(-c2ccc(/C=C(\C#N)C(=O)NCc3cccs3)o2)cc1	30
O=C(Cc1ccccc1[N+](=O)[O-])NCC(O)c1ccc2c(c1)OCO2 (stereo not drawn)	11
Cc1nn(-c2ccccn2)c2c1C(=O)CC(C)(C)C2N=[N+]=[N-] (stereo not drawn)	-1
CCC(=O)Nc1ccc(C(=O)NNC(=O)COc2cc(C)ccc2C)cc1	-10
COc1ccccc1NS(=O)(=O)c1cccc(C(=O)NCC2(N3CCCCC3)CCCCC2)c1	-11
Cc1ccc(S(=O)(=O)N2CCN(C(=O)COC(=O)COc3ccc(Cl)cc3C)CC2)c(C)c1	-18
Cn1c(O)c(C=Nc2ccc(N3CCOCC3)cc2)c(=O)n(C)c1=S	-13
NC(=S)NN=C1CCC(C2CCCCC2)CC1 (stereo not drawn)	-10
COCCNC(=S)NN=C1CCCCCC1	-14
O=C(Nc1ccc(F)c(Cl)c1)c1cc(-c2ccco2)on1	11
COc1ccc(S(=O)(=O)N2CCOCC2)cc1NC(=O)C1CCCCN1S(=O)(=O)c1ccccc1 (stereo not drawn)	-15
C[C@H](CO)N1C[C@H](C)[C@@H](CN(C)S(=O)(=O)c2ccc(F)cc2)Oc2c(NC(=O)c3ccncc3)cccc2C1=O	-2
CCCCN1C=C(C(=O)c2ccccc2)C(=O)CC1	8
COc1cc(N(C)C)ccc1C=c1c2ccccc2n2c1cc(-c1ccccc1)[n+]2C	30

(further entries)
SMILES	ATG4B inhibitor
Cn1c(N2CCCCC2)nc2c1c(=O)n(Cc1cccc(Br)c1)c(=O)n2C	-7
O=C1Nc2ccccc2SC1c1ccccc1Cl (stereo not drawn)	2
CC1CC2=C(NC(=S)NC2c2cccc(F)c2)/C(=C/c2cccc(F)c2)C1 (stereo not drawn)	5
CN(C(=O)c1cccc(NC(=O)Cc2ccc(NC(=O)C3CCN(C(=O)c4ccccc4)CC3)cc2)c1)C1CC1	3
c1ccc(NN=C2c3ccccc3-c3ccccc32)cc1	1
COc1ccccc1N(C)S(=O)(=O)c1ccc(C(=O)Nc2cc(OC)c(OC)c(OC)c2)cc1	-15
O=C(NNC(=O)c1cc(-c2ccc(Br)cc2)nc2ccccc12)c1csc(N2CCOCC2)n1	-6
CC(=O)NC(CC(C)C)C(=O)O (stereo not drawn)	-3
O=S(=O)(NCCc1nc2ccccc2[nH]1)c1ccccc1	1
Cc1ccc(C(=O)C2CC2)c(C)c1	4
CC(=NNC(=O)c1ccncc1)c1ccc2ccccc2c1O	-7
CC(=O)OC1CCC2C3CCc4cc(O)ccc4C3CCC12C (stereo not drawn)	-2
CN1OC[C@@H]2CN(C(=O)CCc3ccccc3)[C@H](c3cccc(N4CCOCC4)c3)C[C@@H]21	-5
COC1=CC(=O)OC(c2ccco2)C1 (stereo not drawn)	-5
CCC(C)(C)n1nnnc1C(c1ccc(N(C)C)cc1)N1CCN(C2CCCCC2)CC1 (stereo not drawn)	-4
COc1ccc(C=NNc2ccc([N+](=O)[O-])cn2)cc1	4
CC(=O)Nc1ccc2c(c1)Cc1c-2cc(Br)c(N)c1Br	0
CCOC(=O)/C(=C\C=C1/Sc2cc(OCC)c(OCC)cc2N1CC)C(C)=O	-53
COc1ccc(S(=O)(=O)Nc2ccc3c(c2)C(=O)N([C@H](C)CO)C[C@H](C)[C@@H](CN(C)S(=O)(=O)c2ccc(OC)cc2)O3)cc1	-8
CC1=NN(c2ccccc2)C(c2ccco2)C1 (stereo not drawn)	0
O=C(OCCc1ccccn1)c1cccc([N+](=O)[O-])c1	-5
CCCCN(CCCC)C(=O)CSc1nnc2n(C)c(=O)c3c4c(sc3n12)CCCC4	-10
O=C(O)c1ccccc1C=NNc1ccc([N+](=O)[O-])cn1	2
CSC1=NSC2=NC(=O)/C(=C/c3coc4ccccc4c3=O)C(=N)N12	13
N#CC1C(=O)NC(=O)CC12CCCCC2 (stereo not drawn)	1

Going on with the list.
SMILES	ATG4B inhibitor
Cc1ccc(Sc2c(O)c3ccccc3n(C)c2=O)cc1	2
Nc1nc(=O)n(C2CCCCO2)cc1Br (stereo not drawn)	-5
O=C(NN=Cc1ccccc1)NN=Cc1ccccc1	-4
Nc1nc(-c2ccccc2)c(CCCNc2ccccc2)c(=O)[nH]1	-22
O=c1c(Br)c(Br)cnn1-c1ccccc1	-6
COc1ccc(C(=O)Cn2c(N3CCCCC3)nc3c2c(=O)n(C)c(=O)n3C)cc1OC	-1
O=[N+]([O-])c1cc([N+](=O)[O-])c2oc(-c3ccccc3)c(Br)c2c1O	29
Cc1ccc2nc(-c3ccc(NC(=O)CNC4CC4)cc3)sc2c1	-8
CC(=O)C1CCC2C3CCC4CC(=O)CCC4(C)C3C(O)CC12C (stereo not drawn)	0
CN(CCc1ccccc1)C(=O)c1cccc(NC(=O)Cc2cccc(NC(=O)C3CCCN(C(=O)C4CCCC4)C3)c2)c1 (stereo not drawn)	-14
CC(C)CCn1c(=S)[nH]c2ncccc2c1=O	10
COc1ccc(-c2ccc3c(c2)C2CC3CCN2C(=O)C2CCCCC2)cc1 (stereo not drawn)	1
O=C(O)C1CCC(C(=O)O)O1 (stereo not drawn)	1
CC(=O)c1ccc(CCCCc2ccc(C(C)=O)cc2)cc1	-4
CC(=O)Nc1ccc(C(=O)Nc2cccc(-c3cnc4ccccc4n3)c2)cc1	-1
CCN1CCN(S(=O)(=O)c2ccc(Cl)c(C(=O)N(C)Cc3ccc(C(C)(C)C)cc3)c2)CC1	-21
Cc1cccc(Nc2nc(N)nc(N)c2N=O)c1	-2
Cc1cc(C)c(-c2c(N)cc(Br)cc2Br)c(N)c1	57*
COc1ccc2oc(N)nc2c1	-3
O=C(Cc1cccc(NC(=O)C2CCCN(C(=O)c3ccccc3)C2)c1)Nc1cccc(C(=O)N2CCOCC2)c1 (stereo not drawn)	-5
COc1ccccc1NS(=O)(=O)c1ccc(C)c(C(=O)Nc2ccc(S(=O)(=O)Nc3onc(C)c3C)cc2)c1	-4
COc1ccc(C(=O)COC(=O)C(CCSC)NS(=O)(=O)c2ccc(Cl)cc2)cc1 (stereo not drawn)	0
COc1ccc(N=Nc2c(N)nn(C)c2N)cc1	7
CC(=O)N1CCc2c(sc(NC(=O)c3ccc([N+](=O)[O-])o3)c2C#N)C1	5
CCC1(C(=O)NC(=Nc2ccccc2)Nc2ccccc2)CCOC1=O (stereo not drawn)	5

Next part:
SMILES	ATG4B inhibitor
CN(c1ccc(O)cc1)c1nc(-c2ccccc2)cs1	9
O=S(=O)(Cc1ccccc1)C(CCCc1ccccc1)S(=O)(=O)Cc1ccccc1	1
Cc1nn(-c2ccccc2)c(Cl)c1CN(C(=O)CCl)c1ccc(Cl)cc1	6
CCN(CC)CCCC(C)n1c2nc(=O)[nH]c(=O)c-2nc2cc(Cl)ccc21 (stereo not drawn)	-200
CCCC(C)Sc1nc2c([nH]1)c(=S)n(C)c(=O)n2C (stereo not drawn)	-4
O=S(OCCN1CCCC1)C(c1ccccc1)c1ccccc1 (stereo not drawn)	1
COc1c2c(c(CCC(=O)O)c3c1C=CC(C)(C)O3)OC(C)(C)C=C2	-15
CCCCN1CCC(=O)NC1=O	3
O=C(NN=Cc1ccc2c(c1)OCO2)C1CC1	4
COC(=O)c1sccc1NC(=S)N1CC(C)CC(C)C1 (stereo not drawn)	-5
CCOC(=O)c1cnc[nH]c1=O	6
CS(=O)(=O)C1=NN2C(=N)/C(=C\c3ccc(OCCOc4ccccc4)cc3)C(=O)N=C2S1	-2
COc1cc(NC(=NS(=O)(=O)c2ccccc2)c2ccccc2)ncn1	-3
O=C(O)C(CCC(C(=O)O)c1ccccc1)c1ccccc1 (stereo not drawn)	-3
CCOC(=O)/C(=N/Nc1ccc(Br)cc1)N1CC(C)OC(C)C1 (stereo not drawn)	-3
Nc1ccc(OCc2ccccc2)cc1[N+](=O)[O-]	-5
CCN(CC)CC(C)(C)C(=O)/C=C/c1ccc(/C=C/C(=O)C(C)(C)CN(CC)CC)cc1	-3
COC(=O)c1ccc(CCc2cc(O)ccc2O)cc1	-7
Cc1ccccc1NC(=O)Cc1nc(COC(=O)c2ncc(Cl)c(Cl)c2Cl)cs1	10
Cc1cc(-c2ccc(Br)s2)nc(-n2cccc2)n1	4
COc1ccc(CN2CCC3CC2c2cc(Cl)ccc23)cc1 (stereo not drawn)	7
O=C(NCc1ccc(F)cc1)c1noc2c1CCCCC2	4
CC(C)c1ccc(C=NNc2ccc([N+](=O)[O-])cn2)cc1	-2
CN(C(=O)C(C)(C)C)C1c2c(ccc3ccccc23)OCC1CO (stereo not drawn)	-7

Compound activity from PubChem.
